Screens (PubChem BioAssay)
14-3-3 PPI = alters human 14-3-3 gamma binding to Raf peptide | 160,000 compounds, 0.19% hits | FP, 14-3-3gamma / TMR-pS259-Raf peptide binding | inhibition, % at 40 µM | AID 422; in the data active = inhibition above about 30%;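 note: 0% = protein plus tracer without compound and 100% = blank with tracer alone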
Target sequence (P61981 whole entry, looked up): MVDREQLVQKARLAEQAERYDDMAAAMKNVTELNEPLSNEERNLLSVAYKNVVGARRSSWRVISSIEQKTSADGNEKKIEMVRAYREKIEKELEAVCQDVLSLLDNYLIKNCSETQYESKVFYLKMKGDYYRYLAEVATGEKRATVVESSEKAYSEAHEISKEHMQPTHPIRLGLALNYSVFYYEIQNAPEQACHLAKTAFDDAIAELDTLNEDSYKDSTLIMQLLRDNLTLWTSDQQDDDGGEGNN
* = called active by the depositor; & = joins results of further samples. Some of the compounds tested; rates above refer to the full screens.

SMILES	14-3-3 PPI
Cc1sc(NC(=O)CCCC(=O)O)c(C#N)c1C	-5&-9
CC(=O)Nc1ccc(-c2nc3cc4sc(-c5ccc(NC(C)=O)cc5)nc4cc3s2)cc1	-24
Cc1cc2nc(-c3cc(NC(=O)c4ccccc4Cl)ccc3O)oc2cc1C	-27
N#CC1=C(O)C(c2ccccc2)n2c1nc(=O)c1ccccc12 (stereo unspecified)	-23
CCOC(=O)c1sc(=S)n(CC)c1NC(=O)C1CC1	-3
O=C(NCc1cccs1)C1CCN(c2nccs2)CC1	-11
Cc1ccc2nc(-c3ccc(C)c(NC(=O)c4ccccc4[N+](=O)[O-])c3)oc2c1	-31
Nn1cnnc1SCC(=O)Nc1ccc2c(c1)OCCO2	-12
O=C(Nc1cccc(Cl)c1)N1c2ccccc2Sc2ccccc21	-2
CCSc1nnc2c(n1)OC(c1ccccc1)Nc1ccc(Br)cc1-2 (stereo unspecified)	-33
O=C(Cc1ccc(Cl)cc1)NCCN1CCCC1	-2
CCc1nnc(NC(=O)C2CC(=O)N(c3ccc(C)cc3)C2)s1 (stereo unspecified)	-19
c1ccc2c(c1)CCN(c1ncnc3nc[nH]c13)C2	-3
O=C(CSc1nnc(Cc2cccs2)n1Cc1ccco1)Nc1ccc(Cl)cc1Cl	2
CN1C(=O)CC(c2ccc([N+](=O)[O-])cc2)C2=C1CC(C)(C)CC2=O (stereo unspecified)	-13
CCCn1c(C)nc2c(=O)oc3ccccc3c21	-1
CCOC(=O)c1c(NC(=O)c2ccccc2C)sc(C(=O)NC2CCCCC2)c1C	-8
O=C(c1ccccc1)N1CCN(Cc2ccccn2)CC1	0
CCc1ccc(NC(=O)c2cc3cc4cc(OC)ccc4nc3s2)cc1	-2
CC1=C(C(=O)Nc2nc3ccccc3s2)C(c2cccc(Br)c2)C2=C(CC(C)(C)CC2=O)N1 (stereo unspecified)	-5
CCOC(=O)c1sc(NC(=O)c2cc(OC)c(OC)c(OC)c2)nc1C	-14
CCC(=O)Oc1c(Sc2ccccc2[N+](=O)[O-])c(C)nn1-c1ccccc1	3
O=C(COC(=O)c1cccc(S(=O)(=O)N2CCc3ccccc32)c1)NC1CCS(=O)(=O)C1 (stereo unspecified)	-3
CCOC(=O)c1c(NC(=O)c2ccc(Br)cc2)sc2c1CCCC2	-16
COc1ccc(CN2CCN(Cc3ccncc3)CC2)cc1OC	0
CCOc1cc(C2C(C(=O)OC)=CN(C3CCCC3)C=C2C(=O)OC)cc(Br)c1O	2
CCOC(=O)N1CCC(NC(=O)C2CCN(C(=O)N3CCOc4ccccc43)CC2)CC1	-7
COc1ccc(C(=O)N2CC(C)N(C(=O)c3ccc(OC)c(OC)c3)CC2C)cc1OC (stereo unspecified)	-10
CSc1cccc(Nc2cc(C(=O)O)c3ccccc3n2)c1	-11
CCC1CCC(C(=O)NC(C(=O)NCc2cccnc2)C(C)C)CC1 (stereo unspecified)	1
Cc1cc(NC(=O)c2noc3c2CCCC3)nn1Cc1ccc(Cl)cc1	-10
Cc1c(C(=O)Nc2ccncc2)sc2nc(-c3ccccc3)cn12	0&-4
O=S1(=O)N=C(N2CCCCC2)c2ccccc21	9
CCOC(=O)C1=C(C)OC(N)=C(C#N)C1c1cc2c(cc1Br)OCO2 (stereo unspecified)	-12
CC1=C(C(=O)OCc2ccc(C)cc2)C(c2cccc(Oc3ccccc3)c2)NC(=O)N1 (stereo unspecified)	13
O=C(OCC(=O)N1CCN(C(=O)c2ccco2)CC1)c1ccccc1C(=O)c1ccc(Cl)cc1	0
CCN=C(Nc1ccc(Cl)cc1)SC1CC(=O)N(c2ccc(OC)cc2)C1=O (stereo unspecified)	1
COc1ccc(-c2nn3c(-c4ccccn4)nnc3s2)cc1OC	-22
Clc1ccc2[nH]c3c(NCCN4CCOCC4)ncnc3c2c1	16
Cc1noc(C)c1COc1ccc(C(=O)OCC(=O)c2ccc3c(c2)OCCO3)cc1	8
O=C1CC(C(=O)NCc2ccccc2)C2(CCCC2)O1 (stereo unspecified)	5
COC(=O)c1cnn2c(C)c(Cc3cccc(Br)c3)c(C)nc12	-9
COc1ccc(NC(=O)c2sc(N)c(C(=O)OC(C)C)c2C)cc1	-8
Cc1ccc(CN2C(=O)CCC2C(=O)NCCCN2CCC(C)CC2)cc1 (stereo unspecified)	-9&-2
CCOC(=O)Nc1ccc2c(c1)nc(CN1CCOCC1)n2C	0
Cc1csc2n1c(C(=O)c1ccccc1)c(C)[n+]2-c1ccc(Br)cc1	-10
CCOC(=O)Cc1csc(NC(=O)c2ccoc2C)n1	0
CCOC(=O)CSc1nnc(CNC(=O)Cc2ccccc2)n1-c1ccccc1OC	-5
O=C(CCOc1ccccc1)NCc1ccco1	1
O=c1[nH]c2ccccc2n1CCCSc1cnc2ccccc2n1	3
Cc1ccc(NC(=O)CCCn2c3ccccc3c(=O)c3cc(C)ccc32)c(C)c1	-13
CC1(C)CC(=O)C2=C(C1)N(CCN1CCOCC1)C1=C(C(=O)CC(C)(C)C1)C2c1cccc(Cl)c1	-5
COCC(=O)NCCc1nc(-c2ccccc2)cs1	2
Cc1ccc(S(=O)(=O)NCC(=O)OCC(=O)N2CCc3ccccc32)cc1	-14
CSc1nc(SC)c2c3c(sc2n1)CCCC3	-34
CCc1cccc(N=c2oc3c(C)ncc(CO)c3cc2C(=O)Nc2ccccc2F)c1	-7
O=C(CC1N=C2c3ccccc3N=C(SCC(=O)c3ccc(F)cc3)N2C1=O)NC1CCCCC1 (stereo unspecified)	-4
Cn1c(SCC(=O)NCC2CCCO2)nc2c([nH]c3ccccc32)c1=O (stereo unspecified)	-8
Cc1ccc(N=c2oc3c(C)ncc(CO)c3cc2C(=O)Nc2cccc(C)c2)cc1	-9
c1ccc(-c2csc(Nc3cccc4ccccc34)n2)cc1	-3

2 of the compounds above, with each value named:
CCOC(=O)CSc1nnc(CNC(=O)Cc2ccccc2)n1-c1ccccc1OC
  14-3-3 PPI: -5
O=C(CCOc1ccccc1)NCc1ccco1
  14-3-3 PPI: 1

New compounds follow:
SMILES	14-3-3 PPI
CC(=O)N1CCc2cc(S(=O)(=O)N(CC(=O)O)c3ccc(C)cc3)ccc21	-2
CC(C)(C)c1ccc(C(=O)Nc2ccc3oc(-c4ccccc4)nc3c2)cc1	-3
O=C(COc1ccccc1)NCc1n[nH]c(=S)n1-c1cccc(C(F)(F)F)c1	0
COC(=O)C1=C(C)N(C)C(C)=C(C(=O)OC)C1c1ccc(C)cc1	-3
Cc1cc2nnn(-c3ncnc4sc5c(c34)CCCC5)c2cc1C	-9
COc1cc2c(cc1OC)C1Cc3ccc(OC)c(OC)c3CN1CC2 (stereo unspecified)	-13
CSc1ccc(C2SCC(=O)N2c2ccc(Oc3ccccc3)cc2)cc1 (stereo unspecified)	0
O=S(=O)(c1cccc2nonc12)N1CCN(Cc2ccc3c(c2)OCO3)CC1	-35
O=C(NC(=O)C1CCNCC1)c1ccc(N2CCCC2=O)cc1	0
CCOC(=O)c1cnc2ccccc2c1Nc1ccccc1OCC	-2
C=C(C)C1Cc2n[nH]c(C)c2C1 (stereo unspecified)	5
COc1ccccc1Cn1c(SCC#N)nc2ccc(Br)cc2c1=O	4
Cc1cc(-c2nnc(SCc3cccnc3)o2)no1	4
COc1cccc(NC(=O)Cn2cnc3sc(C)c(S(=O)(=O)N4CC(C)CC(C)C4)c3c2=O)c1 (stereo unspecified)	-41
Cc1ccc(NC(=O)NC2CCN(CC(=O)Nc3nccs3)CC2)cc1	0
Cn1cc(SCC(=O)Nc2ccc(Br)cc2)c2ccccc21	0
CCOc1ccc(N2C(=O)c3ccc(OC)c(OC)c3C2=O)cc1	13
COc1ccc(NC(=O)CCS(=O)(=O)c2cccc3cccnc23)cc1Cl	-14
O=C(NCc1ccc(Cl)cc1)c1sc(=S)n2c1[nH]c(=O)c1ccccc12	-33
COc1ccc(C2Nc3ccc4ccccc4c3C3=C2C(=O)CCC3)cc1OC (stereo unspecified)	-21

The final seven entries of the part above open the next one:
SMILES	14-3-3 PPI
COc1cccc(NC(=O)Cn2cnc3sc(C)c(S(=O)(=O)N4CC(C)CC(C)C4)c3c2=O)c1 (stereo unspecified)	-41
Cc1ccc(NC(=O)NC2CCN(CC(=O)Nc3nccs3)CC2)cc1	0
Cn1cc(SCC(=O)Nc2ccc(Br)cc2)c2ccccc21	0
CCOc1ccc(N2C(=O)c3ccc(OC)c(OC)c3C2=O)cc1	13
COc1ccc(NC(=O)CCS(=O)(=O)c2cccc3cccnc23)cc1Cl	-14
O=C(NCc1ccc(Cl)cc1)c1sc(=S)n2c1[nH]c(=O)c1ccccc12	-33
COc1ccc(C2Nc3ccc4ccccc4c3C3=C2C(=O)CCC3)cc1OC (stereo unspecified)	-21
O=C(CN1CCCCC1)Nc1c2c(nc3ccccc13)CCC2	-6
CCOC(=O)NC(Nc1cc(C)ccn1)(C(F)(F)F)C(F)(F)F	-17
CCOC(=O)C(C)(C)Sc1nc2c(c(=O)n1-c1ccc(Br)cc1)SCC2	-14
Cc1nc([N+](=O)[O-])c(C(=O)O)n1C	-9
COc1cccc(Nc2nc(CC(C)=O)ns2)c1	-10
CCOc1ccc(S(=O)(=O)n2c(C)nc3ccccc32)cc1	1
CCOC(=O)C1=C(C)NC(=O)NC1c1ccoc1 (stereo unspecified)	-4
CN(c1ccccc1C(=O)N1CCCC1)S(C)(=O)=O	-8
Cc1ccc(O)c(C(=O)CC(=O)c2cccc(F)c2)c1	-5
CCCOC(=O)C1=C(C)NC(=O)NC1c1ccccc1OCCC (stereo unspecified)	-2
Cc1ccccc1OCCCn1c2ccccc2c2nc3ccccc3nc21	3
O=C(O)CCC1=C2c3ccccc3CCN2C(=O)CC1	-5
COc1ccc(OC)c(CNS(=O)(=O)c2ccc3[nH]cc(C(=O)O)c(=O)c3c2)c1	7
O=c1[nH]c(SCc2ccc(Cl)cc2)nc2c1CCC2	0
COc1cccc(C2=NOC(C(=O)NCC3CCCO3)C2)c1 (stereo unspecified)	-9
CCSc1nnc(Cc2cc(=O)[nH]c(=O)[nH]2)n1-c1ccc(Cl)cc1	-8
CCOC(=O)c1cc(CC)sc1NC(=O)c1cc([N+](=O)[O-])ccc1N1CCCCC1	3
CCCCOc1ccccc1C1C(C(=O)OC)=CN(CC)C=C1C(=O)OC	-3
COc1ccc(C(=O)CCC(=O)N2CCN(c3ccc(N4CCOCC4)nn3)CC2)cc1	8
CC(C)(C)C(O)Cn1c(=N)n(Cc2ccc(Cl)cc2)c2ccccc21 (stereo unspecified)	-4
CS(=O)(=O)c1cc([N+](=O)[O-])ccc1Cl	-17
Cc1sc2ncnc(NCCCn3ccnc3)c2c1C	-5
Cc1ccc(C(=O)OC(C)CN2C(C)CCCC2C)cc1 (stereo unspecified)	-13
O=C(COc1ccc(C2Nc3ccccc3S(=O)(=O)N2Cc2ccccc2)cc1)N1CCCCC1 (stereo unspecified)	-12
O=C(Nc1ccc(Br)cc1)C(NS(=O)(=O)c1cccs1)c1ccccc1 (stereo unspecified)	-8
CCc1ccc(-n2c(=O)c3c4c(sc3n(CC(=O)NCc3ccco3)c2=O)CCC4)cc1	-14
O=C1NC2(CCCCCC2)Oc2ccccc21	-12
Cc1ccc(CCNC(=O)C2CCN(S(=O)(=O)N3CCCCC3)CC2)cc1	0
CCC(=O)Nc1ccc(C(=O)CSc2nnc(CNc3ccc(Cl)cc3)o2)cc1OC	-9
O=C(NCCCN1CCOCC1)c1ccc(S(=O)(=O)N2CCOCC2)cc1	-2
CCCN(CC1CC1)C1CC(=O)N(c2ccc(OCC)cc2)C1=O (stereo unspecified)	-3
O=C(NCc1ccccn1)c1ccc(CNS(=O)(=O)c2ccc(Br)cc2)cc1	-114
O=C(COc1ccc(Cl)cc1)N1CCN(Cc2ccc3c(c2)OCO3)CC1	1
CCCCNC(=O)c1c[nH]c2ccc(S(=O)(=O)N(C)c3c(C)cccc3C)cc2c1=O	-17
COc1ccc(NC(=O)c2ccc3c(=O)n(CC4CCCO4)c(=S)[nH]c3c2)cc1Cl (stereo unspecified)	-21
CC(C)CCNC(=O)c1c(O)c2cccc3c2n(c1=O)CCC3	0
O=[N+]([O-])c1ccc(Sc2nnc(-c3ccc(Cl)cc3)n2-c2ccccc2)nc1	-3
COc1cccc(C2C3=C(CCCC3=O)Nc3nc(C(F)(F)F)nn32)c1OC (stereo unspecified)	-5
Cc1ccc2c(c1)C(c1ccc(F)cc1)N(C(=O)c1ccc3c(c1)OCO3)CC(=O)N2 (stereo unspecified)	-5
CCc1ccc2cc(-c3ccc(Cl)cc3)cn2c1	-39

Compounds from the list above that contain a cyano group:
SMILES	14-3-3 PPI
Cc1sc(NC(=O)CCCC(=O)O)c(C#N)c1C	-5&-9
N#CC1=C(O)C(c2ccccc2)n2c1nc(=O)c1ccccc12 (stereo unspecified)	-23
CCOC(=O)C1=C(C)OC(N)=C(C#N)C1c1cc2c(cc1Br)OCO2 (stereo unspecified)	-12
COc1ccccc1Cn1c(SCC#N)nc2ccc(Br)cc2c1=O	4

6 structures from above, sorted by length of the SMILES, rising.
SMILES	14-3-3 PPI
O=C(Cc1ccc(Cl)cc1)NCCN1CCCC1	-2
CCc1ccc2cc(-c3ccc(Cl)cc3)cn2c1	-39
COc1ccc(CN2CCN(Cc3ccncc3)CC2)cc1OC	0
COc1ccccc1Cn1c(SCC#N)nc2ccc(Br)cc2c1=O	4
CCC1CCC(C(=O)NC(C(=O)NCc2cccnc2)C(C)C)CC1 (stereo unspecified)	1
O=C(CSc1nnc(Cc2cccs2)n1Cc1ccco1)Nc1ccc(Cl)cc1Cl	2

Continued:
SMILES	14-3-3 PPI
COc1cccc(Nc2nc(-c3cc4cc(Br)ccc4oc3=O)cs2)c1	-13
COc1ccc(OCC(O)Cn2c(Nc3ccccc3)nc3c2c(=O)[nH]c(=O)n3C)cc1 (stereo unspecified)	-5
COc1ccc(-n2nc3cc(C)c(NC(=O)c4ccc(C)cc4)cc3n2)cc1	2
CCOC(=O)C1CCCN(c2c(NCCCN(C)Cc3ccccc3)c(=O)c2=O)C1 (stereo unspecified)	-2
COc1ccccc1CNC(=O)c1ccc(Sc2cccc(Cl)c2)c([N+](=O)[O-])c1	-4
